Runt-CBFb FRET: inhibitors of human RUNX1 Runt domain binding to CBFb; Q01196+Q13951; Cerulean-Runt/Venus-CBFb FRET ratio 530/480, 1 h; inhibition, % at 20 µM; 220,000 compounds, 0.46% hits; AID 1496;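 active = inhibition over about 50% at 20 µM in the single-dose screen, limit read from the data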;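 note: 0% = DMSO wells and 100% = excess unlabeled CBFb competitor control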
Target sequence (Q01196 whole entry, looked up, the tested form may be a part): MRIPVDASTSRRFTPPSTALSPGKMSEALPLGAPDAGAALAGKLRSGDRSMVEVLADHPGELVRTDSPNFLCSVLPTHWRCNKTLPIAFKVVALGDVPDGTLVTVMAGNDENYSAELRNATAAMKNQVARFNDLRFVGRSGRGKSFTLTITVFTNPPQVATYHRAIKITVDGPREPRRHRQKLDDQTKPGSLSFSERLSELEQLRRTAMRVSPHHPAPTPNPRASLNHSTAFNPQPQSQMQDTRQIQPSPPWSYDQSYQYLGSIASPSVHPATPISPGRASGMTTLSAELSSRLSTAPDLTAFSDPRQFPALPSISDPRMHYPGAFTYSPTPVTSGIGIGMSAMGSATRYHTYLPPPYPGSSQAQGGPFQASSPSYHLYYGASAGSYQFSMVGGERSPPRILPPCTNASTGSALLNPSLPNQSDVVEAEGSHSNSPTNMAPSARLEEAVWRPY
Target sequence (Q13951 whole entry, looked up, the tested form may be a part): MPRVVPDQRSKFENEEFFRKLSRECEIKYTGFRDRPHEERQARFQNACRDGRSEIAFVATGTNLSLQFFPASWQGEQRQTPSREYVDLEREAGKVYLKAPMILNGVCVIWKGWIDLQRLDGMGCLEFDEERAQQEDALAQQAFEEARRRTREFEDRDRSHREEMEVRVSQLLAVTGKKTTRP
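test system = Cerulean-tagged RUNX1 Runt domain (FRET donor) fusion protein | reagent = Venus-CBFb binding partner, 100 nM | incubation = protein complex preformed 1 h, compound exposure 1 h, room temperature, dark | detection = FRET fluorescence | read-out basis = loss of energy transfer signal | controls = 5 µM unlabeled CBFb as full-inhibition high control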
L929 necroptosis: blocks zVAD induced death of L929 cells; viability rescue, % at 10 µM; 220,000 compounds, 0.38% hits; L929 zVAD necroptosis rescue, ATP luminescence, 24 h; with zVAD 60 µM;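 active = activation, scaled between plate controls, above about 75%, limit read from the data; inactive = activation under that limit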;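 note: 0% = zVAD with DMSO and 100% = DMSO alone without zVAD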
RBBP9 inh: inhibitors of human serine hydrolase RBBP9 | recombinant RBBP9, FP-Rh probe fluorescence polarization | inhibition, % at 7.94 µM | 220,000 compounds, 0.2% hits | AID 1515;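 active = inhibition above the campaign mean of all tested compounds plus 3 SD, cut at about 14% in these data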;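 note: plate controls were DMSO wells with RBBP9 for no effect and wells lacking RBBP9 protein for full effect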
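Material: RBBP9 protein. Amount: RBBP9 at 2.5 µM in dispensed solution, before mixing. Schedule: 30 min then 45 min, 25 °C. Medium: Tris buffer pH 8.0, NaCl, Pluronic. Measured by: fluorescence polarization. Measure: percent inhibition from mP, scaled between DMSO and no-protein wells. Replication: one well per compound.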
Hck-Nef inh: human Hck-Nef kinase inhibition; Recombinant Hck-YEEI plus Nef, Z-Lyte FRET kinase assay; inhibition, % at 20 µM; 220,000 compounds, 0.68% hits; AID 463187;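 active = Hck-Nef kinase inhibition above about 50%, limit read from the data; inactive = inhibition below that limit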;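 note: 0% = DMSO with Hck plus Nef and 100% = Hck alone without Nef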
EP2 antag: inhibitors of human EP2 prostaglandin E2 receptor. P43116. C6 glioma cells expressing human EP2, cAMP TR-FRET; cells stimulated with saturating PGE2. inhibition, % at 25 µM. 260,000 compounds, 0.52% hits. AID 1422;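 active = percent inhibition above 40 after rounding to a whole number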;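 note: rat C6 glioma host cells with rolipram phosphodiesterase inhibitor present; the protocol text gives 20 µM as final concentration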
Target sequence (P43116 whole entry, looked up): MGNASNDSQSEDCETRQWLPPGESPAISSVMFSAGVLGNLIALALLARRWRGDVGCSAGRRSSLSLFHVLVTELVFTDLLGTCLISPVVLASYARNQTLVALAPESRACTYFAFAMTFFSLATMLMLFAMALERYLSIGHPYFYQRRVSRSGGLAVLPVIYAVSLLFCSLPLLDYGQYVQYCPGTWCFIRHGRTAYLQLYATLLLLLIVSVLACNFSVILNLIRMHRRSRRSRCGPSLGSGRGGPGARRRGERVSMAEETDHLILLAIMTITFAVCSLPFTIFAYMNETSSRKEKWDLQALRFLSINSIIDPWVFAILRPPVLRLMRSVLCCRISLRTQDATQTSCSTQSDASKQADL
Runt-SMMHC FRET: blocks binding of human RUNX1 Runt domain to CBFb-SMMHC; inhibition, % at 20 µM; Cerulean-Runt/Venus-CBFb-SMMHC FRET ratio 530/480, 1 h; 220,000 compounds, 0.74% hits; AID 1434;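 active = mean inhibition across duplicate retests at 20 µM reaching about 50%, limit read from the data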;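 note: 0% = DMSO wells and 100% = wells with excess untagged CBFb-SMMHC; inhibitors lower the FRET ratio by blocking Runt binding to CBFb-SMMHC; some results filed as inactive read as strong as hits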
PERK inh: inhibitors of human PERK kinase; Q9NZJ5; CHO PERK-DD fusion, SEAP luminescence translation reporter; inhibition, % at 5.6 µM; 220,000 compounds, 0.17% hits; AID 1416;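 active = inhibition above the mean inhibition of all tested compounds plus 3 SD, set separately per screening campaign, cut at about 2.9% in these data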;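 note: PERK kinase domain activated by AP20187 dimerizer at 100 nM; 0% = DMSO with dimerizer and 100% = rapamycin at 8.4 µM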
EP2 modulator: modulators of human EP2 prostaglandin E2 receptor | P43116 | EP2-expressing cells, cAMP HTRF FRET, PGE2 co-stimulation | induction, % at 25 µM | 260,000 compounds, 0.83% hits | AID 940;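 active = compounds whose cAMP rise, as percent of the full-agonist control response, exceeds 60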;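 note: rat C6 glioma line stably carrying human EP2 under a CMV promoter; the protocol text gives 20 µM as final concentration; 100% = response of wells given 1 µM PGE2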
TNF death inh: inhibitors of TNF-alpha induced necroptosis in Jurkat FADD-/- cells; AID 463075; activation (protection from cell death), % at 10 µM; 220,000 compounds, 0.068% hits; Jurkat FADD-/- TNF necroptosis rescue, ATP luminescence, 24 h; 0 = TNF only, 100 = no-TNF cells;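 active = activation, meaning protection from cell death, of at least 50% relative to plate controls; inactive = activation below 50%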;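 note: necroptosis triggered by 40 ng/mL TNF-alpha added together with compound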
Numbers without * were called inactive; . = not tested or not shown; & = joins results of further samples. These rows are one share of the data; rates above refer to the full screens.

SMILES	Runt-CBFb FRET	L929 necroptosis	RBBP9 inh	Hck-Nef inh	EP2 antag	Runt-SMMHC FRET	PERK inh	EP2 modulator	TNF death inh
COc1ccc(C/C(N)=N/O)cc1	0	1.1	-4	7	3	-2	1.6	13	2.2
Cc1ccc2c(c1)N(C(=O)c1ccco1)C(C)(C)c1ssc(=S)c1-2	15	-0.9	-7	-2	9	-3	-0.5	16	-0.8
CCc1c(C(=O)N/N=C/c2ccc(C)o2)csc1C	0	0.1	-1	-5	13	2	0.8	-42	0.1
COc1ccccc1Oc1ccc(S(=O)(=O)NCc2ccccn2)cc1	-1	-0.1	-8	1	11	-2	0.7	-4	-3.5
Cc1ccc(C)c(N(C(=O)Cn2nnc3ccccc32)C(C(=O)NC(C)(C)C)c2ccsc2)c1 (stereo unspecified)	-4	0.2	-2	0	2	-8	0.0	-85	-4.8
CCOc1ccc(C2=Cc3cc(OC)c(OC)cc3C(=C(Cl)Cl)O2)cc1	4	0.3	4	1	13	-3	-0.5	4	-2.5
CCN(CC)CCCN=C(C)C1=C(O)c2ccccc2C1=O	-2	-0.5	-7	2	10	3	-0.4	-19	4.2
CCOc1ccc(N/C(SCc2cccc([N+](=O)[O-])c2)=C(/C#N)C(N)=O)cc1	-4	-2.3	-8	18	10	1	-0.3	-10	0.9
COc1ccc(N2CCN(C(=O)c3ccc(Br)cc3)CC2)c([N+](=O)[O-])c1	-1	5.5	-3	19	0	-6	0.0	-84	0.6
Cc1ccc(-n2c(C(C)C)nc3oc4ccccc4c(=O)c3c2=O)cc1	-1	-0.2	-5	22	3	1	-0.5	45	0.3
CCCN1CCN(CCCNC(=O)CN2C(=O)COc3ccccc32)CC1	-1	0.6	2	0	5	-8	0.9	5	1.8
CCn1cc(/C=C/C(=O)Nc2c(C)nn(Cc3ccccc3)c2C)cn1	0	-0.1	-5	-13	11	-4	0.1	9	-0.2
O=C(Nc1cccc2ccccc12)c1ccc(OC(=S)N2CCOCC2)cc1	-2	3.9	-6	1	22	-2	-0.1	-19	-9.5
COc1ccc(-n2ncc3c(N4CCC(C(N)=O)CC4)ncnc32)cc1	.	0.8	4	3	10	2	1.7	-8	-0.4
CC(C)CCNc1nc2c(cc1C#N)COC(C)(C)C2	1	0.1	-2	10	3	-2	-0.1	40	0.3
CC(=O)Nc1ccc(S(=O)(=O)NCC(=O)OCC(=O)N2CCc3ccccc32)cc1	2	0.1	-11	-18	10	-4	-0.3	24	0.1
CC(C)CCNC(=O)CCCC1=NS(=O)(=O)c2ccccc2N1	0	.	-9	-2	8	4	-0.2	19	-0.3
CCOC(=O)Cc1csc(NC(=O)CCCCCN2C(=O)c3ccccc3C2=O)n1	-4	0.3	5	1	7	2	-0.8	-12	-0.3
CC(C)C(NC(=O)c1cccc(S(=O)(=O)N2CCOCC2)c1)C(=O)NCCc1ccccn1 (stereo unspecified)	2	1.1	-4	2	9	-10	2.3	20	1.5
O=[N+]([O-])c1cc(Cl)ccc1-c1nc(-c2ccncc2)no1	1	21	-8	11	1	2	2.4	-10	-1.9
CC(C)CCNCC(O)CON=C1c2ccccc2-c2ccccc21 (stereo unspecified)	1	29	-6	-1	2	4	0.8	12	-12
COc1ccccc1NC(=O)CC(c1ccc(OC(C)C)cc1)c1ccccc1OC (stereo unspecified)	-3	2.2	-7	3	1	2	-0.1	1	2.0
COc1ccc(-n2c(SCC#N)nnc2-c2cccnc2)cc1	0	-0.1	-5	-1	12&7	2	-0.1	8&10	-0.1
O=C(CN(Cc1ccc2c(c1)OCO2)C(=O)CNS(=O)(=O)c1ccccc1)NCc1ccco1	-1	0.0	-3	2	14	-1	-0.1	20	-0.3
COc1cccc(/C=N/NC(=O)CNC(=O)c2ccco2)c1O	5	2.0	2	-29	10	6	2.2	-25	2.0
COc1ccc(CCNC(=O)C2CCN(S(=O)(=O)c3cc(OC)ccc3OC)CC2)cc1	-1	0.4	-8	0	12	2	-0.2	-10	-1.0
Cc1cc(Cl)ccc1OCC(=O)NC(=S)Nc1ccccc1N1CCOCC1	-2	1.5	-5	0	7	1	0.6	5	1.8
CCOc1ccc(N(CC(N)=O)S(=O)(=O)c2ccc(F)cc2)cc1	0	0.5	-5	-10	11	-3	-0.2	-2	-1.6
CC1CCCCN1C(=O)CSc1nnc(-c2ccco2)n1CC1CCCO1 (stereo unspecified)	8	1.6	-3	7	11	-1	-0.3	11	0.7
Cc1cc(Cl)ccc1Oc1ccc(C(N)=O)cc1[N+](=O)[O-]	-2	0.8	-14	2	15	-1	0.5	-42	0.1
COc1ccc(-c2noc(CN3CCCC(OCc4ccccn4)C3)n2)cc1 (stereo unspecified)	0	-0.4	-2	19	8	0	-1.0	-8	0.4
CCOC(=O)c1c(-c2ccco2)csc1NC(=O)CSc1nnc(N)s1	15	-0.3	-4	0	8	-1	0.9	6	-1.3
Cc1ccc(C)c(SCC(=O)OCC(=O)N2CC(C)OC(C)C2)c1 (stereo unspecified)	-2	2.1	-5	17	8	0	1.1	-7	1.6
CN(CC(=O)Nc1ccccc1Cl)C(=O)CSc1ncc(C(F)(F)F)cc1Cl	-8	0.4	-8	3	5	-2	-0.1	29	2.0
CCOC(=O)Cc1nc(-c2ccccc2)n[nH]1	0	1.4	-6	-15	7	2	-0.2	7	0.5
Cc1ccnc(N=Cc2nc(-c3ccccc3Br)oc2O)c1	-1	6.7	-12	25	14	-5	-0.1	-57	-0.5
COc1ccc(C2c3c(ccc4ccccc34)Oc3ncn4nc(Cc5ccc(OC)c(OC)c5)nc4c32)cc1 (stereo unspecified)	-5	1.9	-4	4	5	6	-0.2	22	0.1
O=C(O)C(c1ccccc1)N1CCCCC1 (stereo unspecified)	0	1.4	-6	9	6&6	1	1.3	-113&18	1.2
NS(=O)(=O)c1ccc(CNC(=S)NC2CCCCC2)cc1	1	0.7	-1	24	6	0	2.0	18	1.6
COc1ccc(CCNC(=O)CCS(=O)(=O)c2ccc(C)cc2)cc1OC	3	-0.2	4	-1	11	-1	-0.7	32	0.0

In the list so far, these have fluorine:
SMILES	Runt-CBFb FRET	L929 necroptosis	RBBP9 inh	Hck-Nef inh	EP2 antag	Runt-SMMHC FRET	PERK inh	EP2 modulator	TNF death inh
CCOc1ccc(N(CC(N)=O)S(=O)(=O)c2ccc(F)cc2)cc1	0	0.5	-5	-10	11	-3	-0.2	-2	-1.6
CN(CC(=O)Nc1ccccc1Cl)C(=O)CSc1ncc(C(F)(F)F)cc1Cl	-8	0.4	-8	3	5	-2	-0.1	29	2.0

Further structures:
SMILES	Runt-CBFb FRET	L929 necroptosis	RBBP9 inh	Hck-Nef inh	EP2 antag	Runt-SMMHC FRET	PERK inh	EP2 modulator	TNF death inh
Cc1cc(C)cc(C(=O)Oc2coc(CSc3nnc(NC(=O)C4CC4)s3)cc2=O)c1	-1	-1.0	-1	0	5	-2	0.7	12	-1.4
Cc1cc(NC(=O)c2cc(-c3ccccc3)on2)n(-c2ccccc2)n1	-3	-0.4	-2	15	18	-10	1.2	16	-0.6
COc1ccc(C(=O)NNC2CC(=O)N(Cc3ccc(Cl)cc3)C2=O)cc1OC (stereo unspecified)	0	1.2	-7	2	7	0	-0.4	1	2.9
Nc1c(C(=O)NCc2ccccc2)sc2nc3c(cc12)C(=O)CCC3	12	0.3	3	0	18	-1	-0.1	18	0.3
O=C(CNc1cc(S(=O)(=O)N2CCCC2)ccc1OCC(F)(F)F)Nc1cc(Cl)cc(Cl)c1	-1	0.1	-9	12	13	-1	0.6	1	-0.5
O=C(/C=C/c1ccc(F)cc1)Nc1cccc(S(=O)(=O)Nc2cccc(C(F)(F)F)c2)c1	0	1.2	-16	3	4	-18	0.2	4	2.6
CNC(=S)N(Cc1ccco1)Cc1cc2cc3c(cc2[nH]c1=O)OCCO3	2	3.4	-8	2	6	4	0.7	-8	-2.7
O=S(=O)(NCCc1ccncc1)c1ccccc1	-1	-0.7	4	2	8	-5	0.9	8	1.6
COc1ccc(N(CC(=O)Nc2ccc3c(c2)OCO3)S(=O)(=O)c2ccccc2)cc1	1	0.9	-2	15	3	-1	-0.9	13	-0.2
O=C(NCCCN1CCN(Cc2ccccc2)CC1)C1CCN(c2nnc(-n3cccc3)s2)CC1	-2	-0.8	-14	0	13	3	-1.5	-14	-8.9
COc1cccc(C(=O)N2CCN(Cc3ccccc3[N+](=O)[O-])CC2)c1	0	0.4	-7	2	4	2	-0.3	-14	2.0
Cc1cccn2c(=O)c3cc(S(=O)(=O)c4ccccc4)c(=N)n(Cc4ccco4)c3nc12	.	-1.2	-2	31	9	.	0.2	29	0.1
CCOc1ccccc1/C=C(/NC(=O)c1ccccc1)C(=O)N(CC)CC	-2	-0.3	-16	0	2	6	-1.2	24	-0.4
CN/C=C1\C(=O)C(C)(C)Oc2ccc3ccc(=O)oc3c21	2	2.9	-1	2	11&15	1	0.3	12&11	-1.0
CCOc1cc(/C=N/OC(C)=O)ccc1OCc1ccccc1	-2	2.1	-2	10	9	4	1.4	27	-1.2
CCOc1ccc(N=C2NN=C(c3cc(C)n(CC4CCCO4)c3C)CS2)cc1 (stereo unspecified)	4	-0.9	2	13	7	0	0.3	-41	-2.3
O=C(CN1CCOCC1)Nc1ncc(Cc2cccc(Cl)c2Cl)s1	-5	0.5	-2	4	3	1	-0.5	-19	1.0
S=c1nn[nH]n1C12CC3CC(CC(C3)C1)C2	10	0.9	2	-2	7	3	-2.0	32	-0.1
CCOC(=O)C(=O)N=Nc1c(O)[nH]c2ccccc12	1	0.3	-9	1	6	4	0.5	23	1.1
CCOC(=O)CSc1nc(-c2ccc3c(c2)OCO3)ccc1C#N	-1	1.0	-5	-1	10	3	-1.0	43	0.5
Clc1cccc(CSC2=NCCCN2)c1	-3	-1.1	0	5	7	3	1.0	21	1.0
O=C(O)c1n[nH]c2ccccc12	-1	1.8	5	6	4	-3	2.2	25	1.3
O=C1CC(C2CCCO2)C(=O)N1c1ccccc1 (stereo unspecified)	2	-0.9	-3	11	6	-4	1.8	-1	0.3
C#CCNC(=O)C1=C[C@@H](C2CCCCC2)C[C@@H](OCCCCO)O1	-4	0.3	-2	9	12	-5	0.5	-12	3.1
COc1ccccc1CCNC(=O)Cc1cccs1	3	-0.3	-15	1	2	2	0.5	-13	1.3
O=C(NCC1CCCO1)c1csc2c1CCCC2 (stereo unspecified)	-2	0.2	0	1	21	-2	-0.8	12	1.1
CC(=O)Nc1cccc2c1C(=O)N(c1cccc(C)c1)C2=O	-1	-0.3	-1	7	5	-2	0.1	-14	-1.6
O=C(CCc1ccc(S(=O)(=O)N2CCOCC2)cc1)N/N=C/c1ccc(O)c(O)c1O	6	0.6	3	27	5	6	0.6	4	-0.3
COc1ccc2c(c1OC)C(=O)N1N=C(c3ccc(O)cc3)CC21 (stereo unspecified)	0	-0.3	-7	0	7	1	-0.1	5	-4.1
